STK33 inh: inhibitors of human STK33 kinase | 0.073% of 320,000 active | inhibition, % at 10 µM | purified STK33, MBP phosphorylation, ADP-Glo luminescence;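 active means inhibition at or above 25%, using the most active replicate where run in duplicate; inactive means inhibition below 25%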
Target sequence (Q9BYT3 whole entry, looked up): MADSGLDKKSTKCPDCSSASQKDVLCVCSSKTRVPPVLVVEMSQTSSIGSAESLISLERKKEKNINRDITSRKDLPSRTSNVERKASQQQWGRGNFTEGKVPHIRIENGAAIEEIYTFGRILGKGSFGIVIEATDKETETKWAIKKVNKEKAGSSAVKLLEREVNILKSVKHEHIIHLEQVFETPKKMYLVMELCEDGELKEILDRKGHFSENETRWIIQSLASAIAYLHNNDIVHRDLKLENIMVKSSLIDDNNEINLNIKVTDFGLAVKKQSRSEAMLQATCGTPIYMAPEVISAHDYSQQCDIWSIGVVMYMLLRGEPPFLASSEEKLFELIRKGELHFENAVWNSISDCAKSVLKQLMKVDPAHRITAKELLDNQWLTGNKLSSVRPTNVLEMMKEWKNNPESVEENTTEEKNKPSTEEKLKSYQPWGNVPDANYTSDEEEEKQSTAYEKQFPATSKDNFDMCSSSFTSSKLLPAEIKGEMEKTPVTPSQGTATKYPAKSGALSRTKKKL
KCNQ2 block: KCNQ2 potassium channel inhibitors, primary screen, cell-based, CHO-K1, FluxOR thallium flux, B-score (AID 2156); 20 min; active compounds read low; 1.1% of 310,000 active; B-score at 10 µM; O88943;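 active means fluorescence ratio B-score at most minus 3 library SDs, with starting brightness B-score within 2 library SDs, cut at about -5.5 in these data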
Kir21 block: Kir2.1 (mouse) channel inhibition; P35561; HEK293-Kir2.1, FluxOR thallium flux fluorescence; active compounds read low; B-score at 10 µM; 0.85% of 310,000 active;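 active means fluorescence ratio B-score at or below minus 3 SD of library scores, with starting-brightness B-score within 2 SD, cut at about -4.2 in these data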;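 further: channel flux triggered by added potassium and thallium sulfate stimulus; B-score of peak minus minimum fluorescence over baseline after thallium stimulus; more negative B-score means stronger Kir2.1 block with less thallium influx; some compounds called inactive have numbers as strong as hits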
Target sequence (P35561 whole entry, looked up): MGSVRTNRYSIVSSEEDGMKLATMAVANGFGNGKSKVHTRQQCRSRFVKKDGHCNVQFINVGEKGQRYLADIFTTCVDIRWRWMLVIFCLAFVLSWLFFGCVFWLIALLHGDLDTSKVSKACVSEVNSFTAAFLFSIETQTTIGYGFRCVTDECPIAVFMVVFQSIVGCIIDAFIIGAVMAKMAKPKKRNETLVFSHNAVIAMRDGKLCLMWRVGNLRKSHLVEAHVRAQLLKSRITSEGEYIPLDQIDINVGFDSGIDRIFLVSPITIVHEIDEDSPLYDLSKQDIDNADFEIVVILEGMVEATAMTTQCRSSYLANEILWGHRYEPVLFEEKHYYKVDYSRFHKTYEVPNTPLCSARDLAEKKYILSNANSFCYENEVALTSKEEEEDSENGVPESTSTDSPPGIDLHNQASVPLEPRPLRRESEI
Active calls of the source: *; i = inactive; . = not tested or not shown. Rows were taken by chance; 1.9% or so of the library scored in one or more.

Second line of a record – STK33 inh, KCNQ2 block, Kir21 block
CSc1ccc(CCNC(=O)c2cc(-c3ccccc3)c(N3CCOCC3)s2)cc1
 : 0.1, i, -0.19
Cc1cc(C)c(NC(=O)CN(C)S(=O)(=O)c2ccc3c(c2)n(C)c(=O)c(=O)n3C)c(C)c1
 : -1.3, i, -0.04
O=C1NCCN(Cc2ccc(Cl)c(F)c2)C1CC(=O)N1CCc2ccccc2C1 (stereo not given)
 : -1.0, i, -0.48
COc1ccc(CCN(C)CC(O)COc2c(C)ccc(C)c2C)cc1OC (stereo not given)
 : 2.8, i, 1.9
Cc1ccc(Cn2c(=S)[nH]c3ccccc3c2=O)cc1
 : -0.6, i, 0.42
CCS(=O)(=O)c1ncc(Cl)c(C(=O)Nc2ccc(S(=O)(=O)N(C)c3ccccc3)cc2)n1
 : -0.6, i, -3.7
COc1cc(C(=O)Nc2ccccc2C(=O)NCc2cccnc2)cc(OC)c1OC
 : 1.4, i, -0.21
Cc1ccc(N2C(=O)CC(N3CCN/C3=C3\CC/C(=C\c4ccccc4)C3=O)C2=O)cc1 (stereo not given)
 : 1.0, i, -1.6
COc1ccccc1OCCNC(=O)C(CCSC)NC(=O)c1ccccc1Cl (stereo not given)
 : -1.0, i, -1.2
CC(NC(=O)c1ccccc1)C(=O)N/N=C/c1cccc([N+](=O)[O-])c1 (stereo not given)
 : 1.3, i, 0.74
O=C(NC(=S)NCC1CCCO1)c1ccccc1F (stereo not given)
 : -0.9, i, 1.2
COc1ccccc1N1CCN(C(=O)c2cc3cc(Br)ccc3oc2=O)CC1
 : -0.1, i, -1.2
CCOC(=O)C(CC)(CCC(=O)OC)c1csc(Nc2ccccc2O)n1 (stereo not given)
 : -0.7, i, 0.16
COc1cccc(CC(NC(C)=O)C(=O)NC2CCN(c3nc(C)cc(C)c3C#N)CC2)c1OC (stereo not given)
 : -0.9, i, -0.01
Cc1cc(Cl)ccc1NC(=O)CCCN1C(=O)CCC1=O
 : -1.5, i, -0.6
CCC1=C2CC[C@H]3C(=O)N(CC)C(=O)[C@H]3[C@H]2[C@@]2(Cc3ccccc3)C(=NCc3ccccc3)OC(=O)N2C1=O
 : -0.6, i, 1.4
COc1ccc(Cl)cc1NC(=O)COC(=O)CCNC(C)=O
 : -1.2, i, 1.1
N#C/C(=C\c1cccs1)C(=O)NCc1cccnc1
 : -0.9, i, 1.4
CCc1ccccc1NC(=S)N1CCCCCC1
 : -0.9, i, -1.2
Cc1ccc(NC(=O)Cn2c(O)c(N=NS(=O)(=O)c3ccc(C)cc3)c3ccccc32)cc1
 : 0.9, i, -2.4
Cc1ccc(CN2CCN(Cc3c[nH]c4ccccc34)CC2CCO)o1 (stereo not given)
 : -0.3, i, 1.1
CCNC(=O)c1sc(=S)n(CC)c1N
 : 0.0, i, 0.01
CC(NC(=O)c1ccccc1OC(F)F)c1ccc(-n2ccnc2)cc1 (stereo not given)
 : -1.2, i, 1.6
COc1ccccc1N1CCN(C(=O)c2cc3cc(C)ccc3[nH]2)CC1
 : 0.0, i, -1.1
CCOC(=O)C1CCN(S(=O)(=O)Cc2ccc(Cl)cc2)CC1
 : 0.0, i, 0.32
CCC1C(=O)N=C(SCC(=O)Nc2nc3ccccc3s2)NC1=O (stereo not given)
 : 2.4, i, 0.75
CCCc1cc(C(=O)Nc2nnc(C)s2)cs1
 : -0.6, i, 0.03
O=C(C1CC1)N1CCc2sccc2C1c1ccc(Cl)cc1 (stereo not given)
 : -1.7, i, -2
Cc1cc(Cl)c2oc(C(=O)N3CCCCC3CCN3CCCC3=O)c(C)c2c1 (stereo not given)
 : 1.1, i, -0.9
COCCNC(=O)c1cccc(OC2CCN(Cc3cccc(C(C)=O)c3)CC2)c1
 : 1.4, i, 2.3

Of the compounds above, two have a furan ring, fused or not:
Second line of a record – STK33 inh, KCNQ2 block, Kir21 block
Cc1ccc(CN2CCN(Cc3c[nH]c4ccccc34)CC2CCO)o1 (stereo not given)
 : -0.3, i, 1.1
Cc1cc(Cl)c2oc(C(=O)N3CCCCC3CCN3CCCC3=O)c(C)c2c1 (stereo not given)
 : 1.1, i, -0.9

Following part:
Second line of a record – STK33 inh, KCNQ2 block, Kir21 block
O=C(O)Cc1csc(Nc2cccc(Cl)c2)n1
 : -0.8, i, -0.01
O=C(CN1CCCc2ccccc21)N/N=C/c1ccc(F)cc1F
 : 0.3, i, -0.16
CC(C)N(Cc1nccn1C)C(=O)CCc1nnc(CCCc2ccccc2)o1
 : -1.4, i, -2
CC(=O)c1ccc(S(=O)(=O)Nc2cccc(-c3ccc4nncn4n3)c2)cc1
 : -0.1, i, 0.74
CC(=NCCN1CCOCC1)C1=C(O)c2ccccc2C1=O
 : -2.4, i, 2
Cc1ccc(C(=O)Nc2ccc(N3CCN(C)CC3)nc2)cc1
 : -0.4, i, 0.32
CC1CCc2c(sc3ncnc(NCCCOC(C)C)c23)C1 (stereo not given)
 : 1.5, i, -0.41
Cc1cccc(N2CCN(C(=O)C3CCN(S(=O)(=O)c4c(C)noc4C)CC3)CC2C)c1 (stereo not given)
 : 0.2, i, -0.73
Cc1nn(C)c(Sc2ccccc2N)c1[N+](=O)[O-]
 : 0.7, i, 0.79
CCN(CC)C(=O)Cn1ccc(NC(C)=O)nc1=O
 : -1.7, i, -0.01
Cc1nnc(SCC(=O)Nc2cccc(Cl)c2)n1CC1CCCO1 (stereo not given)
 : 0.1, i, -1.4
O=C(Nc1cccc(O)c1)c1cc(-c2ccccc2Cl)on1
 : 0.1, i, 1.1
CCOC(=O)N1CCC(NC(=O)CCC(=O)N2CCOc3ccc(Cl)cc32)CC1
 : -1.1, i, 1.1
Oc1ccc(N2CCN(c3nc(-c4cccs4)nc4ccccc34)CC2)cc1
 : -0.1, i, 0.91
CCCCN1C(=O)Nc2ccccc2S1=O (stereo not given)
 : 0.9, i, 1.2
Cc1ccccc1NC(=O)NNC(=O)OC(C)(C)C
 : -0.8, i, -0.04
CC(C)CCNc1c(-c2cccs2)nc2ccccn12
 : 0.2, i, 0.01
CCN(c1ccc(NC(=O)COC(=O)CCC(=O)c2ccc(F)cc2)cc1)C(C)C
 : -1.2, i, 0.18
Cc1ccccc1C(=O)NC1CCN(CC(=O)Nc2ccc(Br)cc2)CC1
 : -0.6, i, -0.71
O=C(Oc1cc2oc(=O)c3c(c2cc1Cl)CCCC3)c1cccs1
 : -0.4, i, -0.61
O=C(CCNS(=O)(=O)c1ccc2[nH]c(=O)oc2c1)Nc1ccccc1
 : -0.6, i, -0.04
CC(C)N(CCCNC(=O)Cn1c(=O)c2cccn2c2ccc(F)cc21)Cc1ccccc1
 : 0.3, i, 0.67
COC(=O)c1ccc(OS(=O)(=O)c2ccc(NC(C)=O)cc2)cc1
 : 0.9, i, -0.54
Cc1cc(Cl)c(S(=O)(=O)Nc2ccccn2)cc1OCC(N)=O
 : -2.0, i, 0.78
CCOC(=O)C1=C(C)NC(=O)C1CC(=O)O (stereo not given)
 : -0.1, i, 0.03
CN(CC(O)COCc1ccc2c(c1)OCO2)C1CCCCC1 (stereo not given)
 : -1.4, i, 0.95
O=C(c1ccc(Br)o1)N1CCC(Cc2ccccc2)CC1
 : -1.9, i, 1.3
CC(c1ccccn1)N(CCN(C)C)C(=S)Nc1cccc(F)c1 (stereo not given)
 : 2.4, i, 0.04
COc1cc2c(cc1OC)CC1(CCCCC1)N=C2
 : -1.0, i, 0.79
O=C(NCCCN1CCN(c2ccccc2F)CC1)C1CCC(=O)N1C1CCCC1 (stereo not given)
 : -1.4, i, 1.6
COc1ccc(CN(C)C(=O)c2ccc3c(=O)n4c(nc3c2)CCC4)cc1
 : 3.9, i, -2.4
COc1ccc(NC(=O)CCCn2cc([N+](=O)[O-])cn2)cc1
 : 0.0, i, -0.29
CC(C)c1cc(C(=O)N2CCCC(N3CCN(c4ccc(F)cc4)CC3)C2)n(C)n1 (stereo not given)
 : ., i, -0.07
O=c1[nH]ncc(N2CCCC2)c1Cl
 : 0.2, i, 1.8
CCOc1ccccc1NC(=S)N1CCCCCC1
 : 3.4, i, -0.18
CCCS(=O)(=O)N1CCC(C(=O)N2CCC(Cc3ccccc3)CC2)CC1
 : 1.8, i, 0.23
CCc1ccc(NC(=O)Nc2ccon2)cc1
 : 3.0, i, 0.05
CC(=O)Nc1ccc(NC(=O)c2cc([N+](=O)[O-])cc([N+](=O)[O-])c2)cc1
 : -1.5, i, 1.8
COc1ccc(CC(=O)O/N=C(\N)c2ccncc2)cc1
 : -0.8, i, 0.09
COc1ccc(NC(=O)Cn2cc(C#N)c3ccccc32)cc1
 : -4.6, i, 0.48

Structures from the list above that contain an NH in an aromatic ring (five):
Second line of a record – STK33 inh, KCNQ2 block, Kir21 block
Cc1ccc(Cn2c(=S)[nH]c3ccccc3c2=O)cc1
 : -0.6, i, 0.42
Cc1ccc(CN2CCN(Cc3c[nH]c4ccccc34)CC2CCO)o1 (stereo not given)
 : -0.3, i, 1.1
COc1ccccc1N1CCN(C(=O)c2cc3cc(C)ccc3[nH]2)CC1
 : 0.0, i, -1.1
O=C(CCNS(=O)(=O)c1ccc2[nH]c(=O)oc2c1)Nc1ccccc1
 : -0.6, i, -0.04
O=c1[nH]ncc(N2CCCC2)c1Cl
 : 0.2, i, 1.8

Following part
Second line of a record – STK33 inh, KCNQ2 block, Kir21 block
N#CC1=C(N)NC(SCc2ccc(F)cc2)=C(C#N)C12CCCCC2
 : 0.9, i, -4.4*
COCCNC(=O)C(c1ccncc1)N(Cc1ccccc1)C(=O)Cn1nnc2ccccc21 (stereo not given)
 : -0.6, i, 0.07
Cc1cccc(/C(N)=N/OC(=O)c2ccncc2)c1
 : 3.8, i, -1.2
CC(C)C(CCNCc1ccccn1)c1ccc(Cl)cc1 (stereo not given)
 : -0.6, i, -4.4*
Cc1ccc(NC(=O)Nc2cccc([N+](=O)[O-])c2)cc1F
 : ., i, -1.3
COc1ccc(OC)c(S(=O)(=O)N2CCCC2C(=O)NC(C)c2ccccc2)c1 (stereo not given)
 : -2.9, i, -0.66
CC(C)NCC(=O)C12CC3CC(CC(C3)C1)C2
 : -1.1, i, -0.23
CC1CC(C)CN(C(=O)COC(=O)C2CCN(S(=O)(=O)c3ccc4c(c3)OCCO4)CC2)C1 (stereo not given)
 : -3.5, i, 1.1
CCCNc1nc2c(c(=O)n(C)c(=O)n2C)n1CCCc1ccccc1
 : -3.0, i, 0.76
COc1ccccc1NC(=O)C1=C(C)NC2=C(C(=O)CCC2)C1c1ccc(C)o1 (stereo not given)
 : -1.8, i, 0.04
Cn1ncc(Br)c1C(=O)NC12CC3CC(CC(C3)C1)C2
 : -1.5, i, -0.03
Cc1ccc(C(=O)Nn2cnc3scc(-c4cccs4)c3c2=O)c(O)c1
 : -1.6, i, 0.01
O=C(Oc1ccc2c(c1)OCO2)c1cc2c(s1)CCC2
 : -4.3, i, 0.32
Cc1cc([N+](=O)[O-])ccc1NC(=O)Cc1ccc(F)cc1
 : -2.2, i, 0.34
COc1ccc(OC)c(NC(=O)c2cc(-c3ccc(C)cc3O)n[nH]2)c1
 : 3.9, i, 1.8
COCCCNC(=O)c1cccc(OC)c1OC
 : -0.5, i, -2
COc1ccc(-c2cn3c(C)c(C(=O)NCCN4CCOCC4)sc3n2)cc1
 : -1.2, i, 0.67
O=C(C[n+]1cccc(CNC(=O)c2ccc(OC(F)F)cc2)c1)Nc1ccc(SC(F)F)cc1
 : 3.6, i, -0.55
CC(=O)NCCNC(=O)c1ccc(NC2=NC3CS(=O)(=O)CC3S2)cc1 (stereo not given)
 : -0.7, i, -0.05
CC(C)c1ccccc1NC(=O)c1ccc2ncsc2c1
 : 0.3, i, 1.6
c1cc(-c2noc(CC3CCCCC3)n2)ccn1
 : -0.6, i, -1.3
CC1=C(C(=O)Nc2ccc([N+](=O)[O-])cc2)C(c2cccc(C(F)(F)F)c2)NC(=S)N1c1ccccc1 (stereo not given)
 : 0.2, i, 0.32
O=C(OCC(=O)N1CCN(c2ccccc2)CC1)c1ccccc1[N+](=O)[O-]
 : -1.7, i, -0.05
Cn1nc(-c2ccccc2)c(C(=O)Nc2ccc(C(F)(F)F)cc2)c1Cl
 : 0.0, i, -0.03
Cc1ccc(-n2c(O)c(C=NC3CCS(=O)(=O)C3)c3ccccc3c2=O)cc1 (stereo not given)
 : -2.8, i, -0.47
Cc1cc(C)n(-c2c(F)c(F)c(COC(=O)c3ccccc3)c(F)c2F)n1
 : 0.1, i, -1.8
O=C(CCN1CCCO1)N1CCCC(N2CCN(c3ccccc3F)CC2)C1 (stereo not given)
 : -0.9, i, 0.87
N#CCN(N=Nc1ccccc1)c1ccccc1
 : -0.3, i, 0.03
CC(=O)N1[C@H](Cc2ccccc2)C=C[C@]1(C)C(=O)NCc1ccccn1
 : -1.1, i, 0.25
CC(C)CC(OC(=O)c1ccco1)C(=O)NCC1CCCO1 (stereo not given)
 : 0.8, i, -0.13
Cc1ccc(/C=N/NC(=O)c2ccncc2)o1
 : 1.1, i, 0.21
Cc1cc(Nc2ccc(Cl)cc2)n(-c2ccccc2)n1
 : -3.2, i, -0.08
CCOc1ccccc1CN(CCc1ccc2c(c1)OCO2)Cc1ccccn1
 : -2.4, i, -2.8
CN1C(=O)c2ccccc2N(C)C1c1ccc2c(c1)OCO2 (stereo not given)
 : 0.7, i, -1.1
